# iPSC survival up – hiPSC single-cell survival enhancement | survival enhancement, % at 20 µM | AID 602274 | 360,000 compounds, 0.044% hits | ATPlite luminescence; 100% = ROCK inhibitor wells, 0% = DMSO; in the data active means survival enhancement above about 18%;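 further: cells exposed to compounds for 16 hours before the ATP read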
# HTR2A ag – agonists of mouse serotonin 5-HT2A receptor (HTR2A) | CHO-K1 mHTR2A beta-arrestin complementation, luminescence; percent of 30 µM serotonin response | activation, % at 7.6 µM | 360,000 compounds, 0.66% hits;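 active means activation above a run cutoff, the mean activation of all tested compounds plus 3 SD, cut at about 14% in these data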;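 further: 0% = plate median of compound wells and 100% = 30 µM serotonin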
# Exocytosis inh – lytic granule exocytosis inhibition; TALL-104 LAMP-1 surface exposure, flow cytometry; cells stimulated with thapsigargin and PMA; inhibition, % at 10 µM; 360,000 compounds, 0.66% hits;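 active means inhibition above about 55%, limit read from the data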
# CaV13 ICDI inh – Disruptors of the CACNA1D IQ motif to Ca2+-dependent inactivation inhibitor domain association, primary screening, Förster resonance energy transfer in intact living …; HEK cells, CFP/YFP FRET ICDI-IQ, plate reader, 10 min; percent FRET-ratio fall versus neutral wells; AID 743397; inhibition, % at 12.3 µM; 340,000 compounds, 0.098% hits;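 active means mean replicate inhibition of at least 30% and at least 1% of replicates passing that level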;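 further: 0% = median of the neutral control wells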
# Glyco luc inh – N-linked glycosylation inhibition. reporter increase, % at 12.5 µM. D54 ERlucT glycosylation luciferase reporter, 24 h; percent of 100 nM tunicamycin response. 360,000 compounds, 0.23% hits. AID 588692;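 active means mean luciferase reporter signal, scaled so untreated is 0 and the glycosylation-blocking control 100, at or above a set limit in every replicate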;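 further: luciferase carries N-glycosylation sites so blocking glycosylation raises the light; 0% = median of neutral control wells and 100% = median of 100 nM tunicamycin wells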
# H9c2 protect – modulators protecting cardiomyocytes from myocardial damage; H9c2 cardiomyocytes, H2O2 injury protection, ATPLite, 2 h; protection from H2O2 cell death, % at 20 µM; 360,000 compounds, 0.63% hits; AID 588492;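 active means compounds giving at least 50% protection of heart cells from peroxide-induced death in the single-dose screen, raw or plate-pattern-corrected value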;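 further: 0% = DMSO wells with peroxide and 100% = DMSO wells without peroxide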
# ABCB6 inh MLPCN – inhibitors of human ABC transporter ABCB6; fluorescence ratio to DMSO, % at 10 µM; Q9NP58; 360,000 compounds, 0.19% hits; K562-ABCB6 porphyrin accumulation, flow cytometry, 1 h; stronger effect = lower value;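 active means fluorescence ratio to DMSO below 75%, the collection mean minus 3 SD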;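 further: signal is porphyrin accumulated inside mitochondria; 100% equals median channel fluorescence of DMSO control wells; lower ratio means ABCB6 inhibition with less porphyrin fluorescence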
# Target sequence (Q9NP58 whole entry, looked up): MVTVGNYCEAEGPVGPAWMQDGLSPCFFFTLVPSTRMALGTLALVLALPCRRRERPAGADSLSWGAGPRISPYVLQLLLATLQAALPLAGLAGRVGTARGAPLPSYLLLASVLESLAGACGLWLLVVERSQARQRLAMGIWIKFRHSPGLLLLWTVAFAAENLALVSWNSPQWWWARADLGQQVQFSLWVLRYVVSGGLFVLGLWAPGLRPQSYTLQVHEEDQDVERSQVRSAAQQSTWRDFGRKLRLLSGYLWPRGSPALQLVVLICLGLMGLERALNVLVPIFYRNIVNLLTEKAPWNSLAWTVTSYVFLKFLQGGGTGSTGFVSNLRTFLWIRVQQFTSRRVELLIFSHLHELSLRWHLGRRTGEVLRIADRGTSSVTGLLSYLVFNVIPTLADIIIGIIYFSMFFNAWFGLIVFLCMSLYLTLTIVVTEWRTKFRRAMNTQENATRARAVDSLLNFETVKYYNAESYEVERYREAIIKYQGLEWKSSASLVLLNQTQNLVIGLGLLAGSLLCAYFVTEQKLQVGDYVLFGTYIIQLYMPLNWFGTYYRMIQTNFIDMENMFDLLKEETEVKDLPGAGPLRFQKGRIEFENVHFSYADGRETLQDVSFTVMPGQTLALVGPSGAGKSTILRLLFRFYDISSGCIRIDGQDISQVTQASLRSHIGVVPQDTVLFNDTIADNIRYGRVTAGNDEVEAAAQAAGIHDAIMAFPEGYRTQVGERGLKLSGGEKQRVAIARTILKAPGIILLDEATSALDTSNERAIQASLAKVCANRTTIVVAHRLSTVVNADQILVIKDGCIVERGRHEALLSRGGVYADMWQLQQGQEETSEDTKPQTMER
# Vif imaging – HIV Vif inhibition; HEK293T cells, Vif self-association by quenched fluorescence, imaging, 24 h; inhibition, % at 7.49 µM; 340,000 compounds, 0.35% hits; AID 602346; in the data active means inhibition above about 50%, passing the limit was not always enough; further: some results filed as inactive read as strong as hits
# PDI inh – blocks human protein disulfide isomerase activity; inhibition, % at 10 µM; 350,000 compounds, 0.052% hits; AID 588391; PDI insulin aggregation turbidity, A650, 90 min; P07237;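 active means mean inhibition across replicates of 30% or more, whatever share of single replicates reach that level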;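 further: absorbance from insulin aggregation driven by PDI reduction with DTT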
# aDG glyco up – increases alpha dystroglycan glycosylation. Pro5-aDG cells, alpha-DG glycosylation AlphaScreen (IIH6); 0% Pro5, 100% B10-LARGE cell signal. activation, % at 10 µM. 360,000 compounds, 0.22% hits;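 active means activation of at least 8% versus controls, or a plate z-score of at least 8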;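 further: Pro5 are CHO cells carrying HIG-tagged alpha-DG that lacks glycosylation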
# * marks the source's active call; other numbers are inactive results; · = not tested or not shown; & = joins results of further samples. Outcome played no part in choosing rows; 3.1% or so of the library scored in one or more.
SMILES	iPSC survival up	HTR2A ag	Exocytosis inh	CaV13 ICDI inh	Glyco luc inh	H9c2 protect	ABCB6 inh MLPCN	Vif imaging	PDI inh	aDG glyco up
Cn1c(=O)c2c(nc(Oc3cccc(O)c3)n2C)n(C)c1=O	0.5	6.4	-8.4	-1.9	-0.5	3.3	95.0	-1.2	-0.2	0.1
CC1(C)CC(=O)C=C(Nc2cc(-c3ccccc3)[nH]n2)C1	-0.2	-2.0	-5.8	-9.3	-8.3	2.9	47.0*	-1.2	1.0	0.0
S=c1[nH]nc(-c2cccs2)n1/N=C/c1cn(-c2ccccc2)nc1-c1ccccc1	0.3	1.6	0.1	-3.9	3.8	-6.5	103.0	-5.6	-0.3	-0.1
COc1ccc(C(=O)OC/C(O)=C(\C#N)c2nc3ccccc3[nH]2)cc1S(=O)(=O)N1CCOCC1	4.5	-1.8	11.9	-18.4	2.2	2.6	105.0	2.7	-5.5	-0.2
CCCCNC(=O)CCn1nc(-c2ccc(Cl)cc2)c2ccccc2c1=O	-0.6	-3.5	-1.9	-15.8	-3.1	0.4	101.0	-0.7	-9.0	0.3
O=C(OCCN1CCOCC1)c1cccc(F)c1	0.3	3.4	2.5	-1.3	1.0	-6.4	96.0	-3.9	-1.9	0.0
Cc1csc(NC(=O)NCC2CCCC(CNC(=O)Nc3nc(C)cs3)C2)n1 (stereo unspecified)	-0.1	-0.9	3.4	-2.2	-3.1	1.2	94.0	-6.0	-12.8	-0.1
Cc1nn(-c2ccccc2)c2nc3c(cc12)C(=O)CCC3	0.1	-2.2	0.2	-3.0	0.7	2.4	103.0	-3.7	-5.5	0.2
Cc1cc2oc(=O)cc(-c3ccccc3)c2c(C)c1-c1ccc(CO)cc1	-2.0	-1.5	-2.6	-6.0	-0.4	-1.1	98.0	-2.4	13.7	0.1
CC1CCCCN1C(=O)c1ccc(C(=O)Nc2ccc(F)cc2)cc1 (stereo unspecified)	4.5	-3.3	-7.7	-4.8	-4.6	1.8	97.0	3.7	-0.7	0.1
O=C(Cn1nnc(-c2ccccc2NC(=O)c2ccccc2F)n1)NCc1ccco1	-0.6	10.2	1.7	-3.9	0.3	-2.6	92.0	-3.2	-3.8	-0.1
COc1ccc(OCCn2cc(C=O)c3ccccc32)cc1	-0.3	-7.2	14.5	-4.3	-5.0	-1.7	102.0	-4.0	1.2	0.6
Cc1cccc(NC(=S)NCc2ccccc2Cl)c1C	-0.7	-7.5	-1.0	-3.7	-1.6	7.6	86.0	-4.7	3.4	0.2
CCOC(=O)NNC1CC(=O)N(c2ccc(OC)cc2)C1=O (stereo unspecified)	6.4	4.5	-1.0	-11.0	0.2	3.6	101.0	-2.7	-3.3	-0.1
CN(CC(=O)Nn1cnnc1)S(=O)(=O)c1cc(Cl)ccc1Cl	-1.5	-0.9	-0.7	-5.2	1.8	-0.1	105.0	-2.1	-0.1	-0.3
NS(=O)(=O)c1ccc(CCNC(=O)c2cc3ccccc3oc2=O)cc1	0.6	-0.3	-7.8	-20.6	-1.4	0.3	100.0	0.9	-3.6	0.1
Cc1ccc(S(=O)(=O)N(CCC(=O)NCC(c2ccccc2)N(C)C)c2ccccc2)cc1 (stereo unspecified)	2.5	-8.9	-4.0	-2.8	-4.2	2.1	96.0	2.8	12.4	-0.3
Cc1ccc(-c2cc(C(=O)O)c3cc(Br)ccc3n2)s1	-0.6&-0.8	3.6&-8.0	-10.1&0.7	-19.2&-16.9	1.5&1.7	-5.0&-11.8	95.0&100.0	-7.2	-3.9&-6.3	0.1&0.1
CC1CCCC(NC(=O)CSc2nnc(N)s2)C1C (stereo unspecified)	2.3	-1.2	-7.0	-4.4	-1.3	2.1	106.0	-5.4	8.1	-0.1
CSCC[C@H](NC(=O)[C@H]1CC[C@H](CNC(=O)[C@@H]2CCCN2)CC1)C(=O)O	-0.3	5.3	-1.5	-3.9	0.7	0.7	102.0	-8.1	0.5	0.0
CCCn1c(SCC(=O)N2CC(=O)Nc3ccccc32)n[nH]c1=O	2.6	-2.6	1.4	-5.8	-1.1	2.8	97.0	3.5	7.9	0.2
O=C1c2ccccc2CN1CCNC(=S)NC1CCCCC1	-0.6	-4.3	0.0	6.7	3.8	5.2	97.0	-6.2	-1.1	-0.2
O=Cc1c(NCCN2CCCC2)c2ccccc2[nH]c1=O	-0.3	6.6	-2.5	-19.7	1.7	-1.0	101.0	-5.2	1.3	-0.2
Cc1ccccc1OCCCCCNCCO	-0.3	0.6	-0.6	-7.0	-2.2	1.4	119.0	·	5.4	0.0
CCCN1C(C)C(C(=O)OCC)=CN(Cc2ccc(Br)cc2)S1(=O)=O (stereo unspecified)	0.5	-5.6	-0.9	-5.6	-4.0	-11.0	100.0	-2.2	-5.0	1.0

# (further entries)
SMILES	iPSC survival up	HTR2A ag	Exocytosis inh	CaV13 ICDI inh	Glyco luc inh	H9c2 protect	ABCB6 inh MLPCN	Vif imaging	PDI inh	aDG glyco up
COC(=O)c1ccc(COc2ccccc2OC)o1	-0.2	-5.2	2.0	-17.1	1.1	4.5	99.0	0.1	-2.3	-0.2
CC(C)Nc1nc(NC(C)C)nc(Oc2ccc(=O)n(C)n2)n1	-2.4	4.8	-4.6	-5.4	11.3	1.4	96.0	12.4	-2.1	-0.2
CCOC(=O)C1(CC2CCCCO2)CCN(Cc2cccnc2)CC1 (stereo unspecified)	-0.4	2.0	0.1	1.3	1.0	11.9	98.0	·	-1.6	0.0
Cc1cc(C(=O)Nc2ccc(Cl)cc2)c(C)n1Cc1cccs1	-0.8	-4.7	-2.1	-4.7	-16.1	-13.8	102.0	-3.5	3.4	0.2
Cc1ccc(/C=N/NC(=O)c2cccs2)s1	-2.0	8.3	0.3	-5.7	0.5	5.6	101.0	13.1	1.5	-0.4
Cc1ccc2nc(/N=C(\N)NC(=O)N3c4ccccc4Sc4ccccc43)nc(C)c2c1	-0.3	-2.1	-1.3	-14.9	-1.8	-2.9	92.0	1.7	24.9	-0.1
O=C(COC(=O)c1cccnc1)Nc1ccccc1	-0.7	0.5	-0.8	-3.9	0.2	9.2	98.0	4.2	-0.4	-0.4
CCOCCCNC(=O)N[C@H](C(=O)OC)C(C)CC (stereo partly specified)	0.1	1.3	-7.1	-9.4	1.3	2.7	104.0	0.8	-1.8	-0.2
Cc1cccc(-n2c(SCC(N)=O)nc3c(c2=O)C2(CCCCC2)Cc2ccccc2-3)c1	-2.5	0.9	7.6	-12.8	-4.8	-7.4	99.0	-10.6	0.2	0.0
NC(=O)N/N=C/c1cn(-c2ccccc2)nc1-c1cccs1	-0.5	-4.6	2.9	0.7	-2.3	-9.4	93.0	-1.8	0.3	0.0
CC(C(=O)Nc1ccc(S(N)(=O)=O)cc1)N1CCc2ccccc21 (stereo unspecified)	-0.2	4.6	2.2	-4.7	-5.0	6.4	99.0	-7.7	6.2	-0.2
CCOc1ccc(C2NC(=O)CCC2[N+](=O)[O-])cc1 (stereo unspecified)	-0.7	-0.2	-3.7	-0.6	-3.1	6.3	103.0	-2.9	4.5	-0.1
Cc1nc(-c2ccc3c(c2)OCO3)cs1	-0.1	0.7	-2.9	·	-0.6	-1.0	107.0	-2.4	0.0	0.0
CCCCN1C(=O)C(CC(=O)NCCc2ccccn2)CC(C(=O)N2CCOCC2)=C1C (stereo unspecified)	4.2	-0.3	2.7	-2.7	1.1	6.7	105.0	-3.1	-5.1	0.0
CO/N=C/CC(=O)c1ccc([N+](=O)[O-])c(CS(=O)(=O)c2ccc(Cl)cc2)c1	0.1	-2.3	-15.1	-3.9	-1.0	7.4	93.0	-0.3	-2.7	-0.1
O=C(/C=C/c1ccc(S(=O)(=O)N2CCOCC2)cc1)N1CCN(c2ccccc2)CC1	0.6	3.9	-0.4	-6.1	-7.6	-11.2	91.0	-29.9	11.1	0.2
O=C(CSc1nc2ccccc2s1)c1cc2ccccc2o1	-3.2	-0.2	-3.3	-9.7	1.1	-15.1	111.0	-3.9	6.3	0.0
Cc1ccc2ccccc2c1Cn1c(-n2ccnc2)nc2c1c(=O)n(C)c(=O)n2C	1.3	1.3	1.1	-5.1	4.5	-1.2	92.0	3.7	-2.0	-0.1
COc1c(Cl)cc(-c2noc(C)c2C(=O)NCCc2ccc(C)cc2)cc1Cl	0.2	-1.8	3.3	5.8	1.5	-4.7	102.0	9.0	-4.4	0.1
CCn1c(=O)c(=O)[nH]c2cc(C(=O)NCc3ccc(F)cc3)ccc21	-0.5	1.9	-25.9	-3.7	6.8	8.2	99.0	-0.6	1.9	-0.1
Cc1nn(C)c(C)c1NC(=O)CC12CC3CC(CC(C3)C1)C2	-0.4	2.4	3.5	-0.4	1.1	-3.6	109.0	·	7.4	-0.1
Cc1ccc(-n2cccn2)c(CN2CCCC(C(=O)c3sccc3C)C2)c1 (stereo unspecified)	0.2	-8.8	4.5	0.7	-3.8	-14.4	92.0	1.7	-2.2	0.3
Cc1ccccc1CS(=O)(=O)CCC(=O)N1CCN(c2ccc(N3CCOCC3)nn2)CC1	-1.6	4.8	0.5	·	1.5	5.7	94.0	15.4	18.6	-0.2
CC(O)CNc1nc2c(c(=O)n(Cc3cccc(Cl)c3)c(=O)n2C)n1C (stereo unspecified)	0.2	0.6	-1.8	-3.8	0.9	-4.5	98.0	-2.9	-3.5	-0.1
O=C(O)c1cc(S(=O)(=O)O)cc(Nc2c3ccccc3nc3ccccc23)c1O	-0.6	-1.1	-15.7	-2.8	3.9	3.1	100.0	-2.9	-15.5	0.1

# Next structures.
SMILES	iPSC survival up	HTR2A ag	Exocytosis inh	CaV13 ICDI inh	Glyco luc inh	H9c2 protect	ABCB6 inh MLPCN	Vif imaging	PDI inh	aDG glyco up
Cc1cccc(N2CCN(C(=O)c3cc4n(n3)C(C(F)(F)F)CC(c3ccco3)N4)CC2)c1C (stereo unspecified)	6.4	-3.0	4.5	·	-4.1	-0.9	99.0	0.0	-5.2	0.0
COc1ccc(C=C2Cc3ccccc3C2=O)cc1	-0.5	-4.1	-3.8	-3.5	-1.0	-1.4	93.0	-3.6	·	-0.3
CN(C(=O)c1cc(COc2ccc(F)c(F)c2)on1)C1CCOC1 (stereo unspecified)	-0.1	8.6	-2.1	-3.7	1.5	1.0	94.0	-6.4	-3.1	-0.3
CC(Oc1ccc(Cl)cc1Cl)C(=O)NC(=S)N1CCc2ccccc21 (stereo unspecified)	2.5	8.1	3.7	-4.2	1.9	18.6	103.0	3.3	1.7	-0.1
Cc1ccc[n+](CC(=O)Nc2cc(C(F)(F)F)ccc2Cl)c1	3.4	-2.9	0.5	·	1.3	0.7	107.0	1.6	2.8	-0.1
COc1cccc(NC(=S)NCc2cccnc2)c1	3.8	1.2	-4.8	-5.6	0.0	2.0	89.0	-14.1	14.3	-0.1
Cn1ccnc1CC(C)(O)c1ccccc1 (stereo unspecified)	6.2	5.7	-3.5	-5.9	1.3	3.8	99.0	-8.4	-8.3	0.0
N#CC(CC(=O)OCc1ccccc1)NC(=O)OCc1ccccc1 (stereo unspecified)	-1.8	2.1	-1.1	-6.7	-2.7	2.7	101.0	5.6	4.9	-0.1

# Compound activity as filed in PubChem.
